AGP1-GFP MLPCN = modulators of AGP1-GFP expression in yeast TOR pathway, primary screen, cell-based, multiplex flow cytometry, S. cerevisiae, MLPCN library | 3 h; GFP as percent of DMSO wells | 320,000 tested, 0.02% active | GFP response vs DMSO, % at 10 µM;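 active means GFP response relative to DMSO above a set limit, near screen average plus 3 SD, cut at about 150% in these data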;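 further: median GFP channel fluorescence of the gated AGP1 strain per well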
CIT2-GFP yeast = modulators of CIT2-GFP expression in yeast, primary screen, S. cerevisiae, GFP fusion, multiplex flow cytometry, MLPCN library; S. cerevisiae CIT2-GFP strain, 3 h; 100 means same as DMSO wells; GFP response vs DMSO, % at 10 µM; 320,000 tested, 0.065% active; AID 2029, 2009;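 active means GFP response relative to DMSO above a set limit, near the screen mean plus 3 SD, cut at about 150% in these data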;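 further: ratio of well median GFP fluorescence to mean of DMSO wells on the plate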
MEP2-GFP yeast = modulators of MEP2-GFP levels in yeast, primary screen, S. cerevisiae, multiplex flow cytometry, MLPCN library. S. cerevisiae MEP2-GFP strain, 3 h; 100% = DMSO control level. GFP response vs DMSO, % at 10 µM. 330,000 tested, 0.51% active. AID 2016, 2009;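 active means GFP response versus DMSO above a set limit, roughly screen mean plus 3 SD, cut at about 180% in these data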;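 further: median GFP fluorescence of the barcode-gated MEP2-GFP cells per well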
CR mimetic SO = reduction of superoxide in aged yeast, primary screen, HTS; S. cerevisiae aged cells, superoxide DHE fluorescence; hits give low values; superoxide response (% of plate mean), % at 10 µM; 330,000 tested, 0.18% active; AID 2690, 2010;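 active means superoxide response under a set limit, about three screen SD below normal, cut at about 65% in these data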;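 further: yeast aged for seven days with compound at 30 °C before DHE staining; 100% = average MFI of all compound-treated wells on the plate with controls excluded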
Efflux pump mplx = inhibitors of Candida efflux pumps in yeast, primary screen, S. cerevisiae, Nile Red, multiplex; AID 485275, 2010; S. cerevisiae Candida pump triplex; 330,000 tested, 0.44% active; inhibition, % at 10 µM;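 active means plate passing quality check with inhibition over a set limit, or well fluorescence over plate mean plus 4 SD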;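 further: Nile Red retained in pooled yeast measured as flow cytometry median fluorescence; 0% = buffer negative control and 100% = Enniatin B positive control; higher means more Nile Red kept so more efflux inhibition; some compounds called inactive have numbers as strong as hits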
RPL19A-GFP yeast = RPL19A-GFP expression modulators in yeast, primary screen, cell-based, S. cerevisiae, multiplex flow cytometry, MLPCN; percent response vs DMSO, % at 10 µM; 330,000 tested, 0.3% active; S. cerevisiae RPL19A-GFP strain, 3 h; hits give low values;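 active means percent response vs DMSO below 50%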;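 further: median channel GFP fluorescence of the barcoded RPL19A-GFP strain; ratio of sample median GFP to plate DMSO average so 100% = DMSO; lower means less RPL19A-GFP as with rapamycin TOR inhibition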
LAP4-GFP MLPCN = modulators of LAP4-GFP expression in yeast, primary screen, S. cerevisiae, multiplex flow cytometry, MLPCN library | 3 h; median GFP as percent of DMSO wells | GFP response vs DMSO, % at 10 µM | 320,000 tested, 0.34% active | AID 2023, 2009;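 active means GFP response vs DMSO above a set limit, about the screen mean plus 3 SD, cut at about 150% in these data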
AHR act = AHR activators, primary screen, cell-based, luminescence, luciferase reporter, human | Aryl hydrocarbon receptor (Homo sapiens), P35869 | AHR-responsive luciferase reporter cells | activation, % at 5 µM | 320,000 tested, 2.5% active | AID 2796, 2010; in the data active means activation above about 47%;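 further: 0% = vehicle wells and 100% = reference agonist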
Target sequence (P35869 whole entry, looked up): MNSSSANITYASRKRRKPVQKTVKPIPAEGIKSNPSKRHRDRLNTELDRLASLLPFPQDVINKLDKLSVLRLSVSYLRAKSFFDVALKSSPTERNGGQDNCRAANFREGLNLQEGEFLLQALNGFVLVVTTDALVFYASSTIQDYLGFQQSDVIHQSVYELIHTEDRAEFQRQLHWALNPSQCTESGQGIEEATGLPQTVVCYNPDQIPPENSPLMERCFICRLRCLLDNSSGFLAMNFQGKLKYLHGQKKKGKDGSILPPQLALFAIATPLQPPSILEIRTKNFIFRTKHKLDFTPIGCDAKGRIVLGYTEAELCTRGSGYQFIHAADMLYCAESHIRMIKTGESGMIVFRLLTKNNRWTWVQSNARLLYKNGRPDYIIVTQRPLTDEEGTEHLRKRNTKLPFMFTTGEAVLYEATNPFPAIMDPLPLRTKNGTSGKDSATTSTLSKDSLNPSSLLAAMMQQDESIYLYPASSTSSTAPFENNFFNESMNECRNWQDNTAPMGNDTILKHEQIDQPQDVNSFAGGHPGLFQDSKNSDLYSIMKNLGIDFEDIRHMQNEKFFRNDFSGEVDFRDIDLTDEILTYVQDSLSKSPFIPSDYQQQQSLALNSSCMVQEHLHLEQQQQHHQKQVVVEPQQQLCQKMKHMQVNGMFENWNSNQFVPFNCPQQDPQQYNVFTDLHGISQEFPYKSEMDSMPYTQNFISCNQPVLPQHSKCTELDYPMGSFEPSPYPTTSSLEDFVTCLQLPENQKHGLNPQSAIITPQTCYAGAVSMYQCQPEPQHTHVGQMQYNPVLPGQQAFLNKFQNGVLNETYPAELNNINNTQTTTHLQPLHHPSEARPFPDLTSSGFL
* = called active by the depositor; x = not tested or not shown.

Abbreviations: A = AGP1-GFP MLPCN; B = CIT2-GFP yeast; C = MEP2-GFP yeast; D = CR mimetic SO; E = Efflux pump mplx; F = RPL19A-GFP yeast; G = LAP4-GFP MLPCN; H = AHR act
1. Cc1cc(C(=O)NC2CCCC2)on1
  A = 104; B = 98; C = 96; D = 103; E = 0.7; F = 107; G = 108; H = -2
2. C=CCNc1nnc(Cc2ccc(C(C)C)cc2)c(=O)[nH]1
  A = 104; B = 100; C = 100; D = 117; E = 0.0; F = 101; G = 104; H = 1
3. CN1OC2C(=O)N(c3ccccc3)C(=O)C2C1c1ccc(F)cc1 (stereo not drawn)
  A = 99; B = 95; C = 103; D = 103; E = 0.5; F = 101; G = 106; H = -2
4. COc1ccccc1CNC(=O)COC(=O)Cc1c(F)cccc1Cl
  A = 106; B = 101; C = 95; D = 108; E = 0.0; F = 99; G = 106; H = 3
5. COc1ccc(CNC(=O)CSc2nnc(-c3ccc(NC(C)=O)cc3)n2C)cc1
  A = 100; B = 102; C = 93; D = 106; E = 0.1; F = x; G = 95; H = -3
6. Cc1ccc(NC(=O)c2ccc(NCCc3ccccc3)c([N+](=O)[O-])c2)cc1F
  A = 97; B = 104; C = 106; D = 104; E = -0.5; F = 94; G = 106; H = 22
7. OCCCNc1nc(-c2ccc(Cl)cc2)nnc1-c1ccc(Br)cc1
  A = 89; B = 72; C = 94; D = 92; E = 0.0; F = 90; G = 112; H = 0
8. COc1ccc(OC)c(Nc2ncnc3sc(-c4ccccc4)cc23)c1
  A = 97; B = 92; C = 89; D = 96; E = -0.1; F = 90; G = 115; H = 69*
9. CCOC(=O)C1CCN(S(=O)(=O)c2cccc(-c3cn4cc(Cl)ccc4n3)c2)CC1
  A = 91; B = 85; C = 93; D = 101; E = 0.2; F = 90; G = 90; H = -2
10. COc1ccc(NC(=O)c2ccc(C(=O)Nc3ccc(OC)cc3OC)cc2)c(OC)c1
  A = 103; B = 104; C = 94; D = 88; E = -0.1; F = 101; G = 99; H = 0
11. COc1cnc(SCc2ccc(Cl)cc2Cl)nc1Cl
  A = 107; B = 116; C = 100; D = 72; E = -0.2; F = 99; G = 99; H = 1
12. CC(=O)c1c(C)[nH]c(C(=O)OCC(=O)NCc2ccc(Cl)cc2)c1C
  A = 97; B = 104; C = 102; D = 102; E = -0.1; F = 100; G = 107; H = 5
13. CCn1c(Cc2ccccc2)nnc1SCC(=O)Nc1ccc(C)cc1
  A = 102; B = 96; C = 111; D = 111; E = 0.1; F = 102; G = 102; H = 3
14. NS(=O)(=O)c1ccc(CCNC(=O)CCNC(=O)c2ccco2)cc1
  A = 96; B = 90; C = 86; D = 92; E = -0.1; F = 94; G = 99; H = 6
15. CC(C)[C@@H](C(=O)N[C@@H](Cc1ccccc1)C(=O)O)N1C(=O)N2CCc3c([nH]c4ccccc34)[C@@]2(C)C1=O
  A = 104; B = 107; C = 106; D = 101; E = -0.1; F = 99; G = 105; H = 1
16. CS(=O)(=O)N(Cc1ccc(Cl)cc1)c1ccc(C(=O)NCC2CCCO2)cc1 (stereo not drawn)
  A = 91; B = 95; C = 94; D = 97; E = -0.1; F = 87; G = 90; H = 0
17. COc1cccc(CN(C)C(=O)C(CCSC)NS(=O)(=O)c2ccc3c(c2)OCCO3)c1OC (stereo not drawn)
  A = 106; B = 109; C = 97; D = 89; E = -0.1; F = 98; G = 98; H = -2
18. COc1ccc(CCN(C)C2CCCN(C(=O)c3ccnn3C)C2)cc1OC (stereo not drawn)
  A = 104; B = 101; C = 96; D = 99; E = -0.1; F = 103; G = 96; H = -2
19. CCCOc1ccc(C(=O)Nc2ccc(S(=O)(=O)N3C[C@@H]4C[C@@H](C3)c3cccc(=O)n3C4)cc2)cc1
  A = 100; B = 87; C = 100; D = 91; E = 0.3; F = 103; G = 108; H = 0
20. O=C(CCl)NC1CCCc2ccccc21 (stereo not drawn)
  A = 96; B = 104; C = 96; D = 94; E = -0.2; F = 97; G = 96; H = 4

Entries above that have fluorine, in the order listed:
Abbreviations: A = AGP1-GFP MLPCN; B = CIT2-GFP yeast; C = MEP2-GFP yeast; D = CR mimetic SO; E = Efflux pump mplx; F = RPL19A-GFP yeast; G = LAP4-GFP MLPCN; H = AHR act
3. CN1OC2C(=O)N(c3ccccc3)C(=O)C2C1c1ccc(F)cc1 (stereo not drawn)
  A = 99; B = 95; C = 103; D = 103; E = 0.5; F = 101; G = 106; H = -2
4. COc1ccccc1CNC(=O)COC(=O)Cc1c(F)cccc1Cl
  A = 106; B = 101; C = 95; D = 108; E = 0.0; F = 99; G = 106; H = 3
6. Cc1ccc(NC(=O)c2ccc(NCCc3ccccc3)c([N+](=O)[O-])c2)cc1F
  A = 97; B = 104; C = 106; D = 104; E = -0.5; F = 94; G = 106; H = 22

Additional structures follow:
Abbreviations: A = AGP1-GFP MLPCN; B = CIT2-GFP yeast; C = MEP2-GFP yeast; D = CR mimetic SO; E = Efflux pump mplx; F = RPL19A-GFP yeast; G = LAP4-GFP MLPCN; H = AHR act
21. CCOC(=O)Cn1c(C)c(C#N)c2ccccc21
  A = 103; B = 104; C = 99; D = 101; E = 0.0; F = 102; G = 102; H = 13
22. COc1ccc(OC)c2c1nc1n2CCS1
  A = 92; B = 94; C = 103; D = 81; E = 0.0; F = 92; G = 93; H = 8
23. CSCCC(NC(=O)COc1ccccc1)C(=O)N1CCN(c2ccccc2F)CC1 (stereo not drawn)
  A = 95; B = 96; C = 93; D = 109; E = -0.1; F = 97; G = 93; H = -1
24. O=C(CCN1C(=O)C2CCCCC2C1=O)N1CCN(S(=O)(=O)c2ccccc2)CC1 (stereo not drawn)
  A = 103; B = 98; C = 98; D = 114; E = 0.1; F = 97; G = 102; H = 0
25. CCC(CC)c1nnc(NC(=O)CSCC(=O)Nc2cc(C)on2)s1
  A = 108; B = 98; C = 102; D = 100; E = 0.0; F = 105; G = 109; H = 6
26. CO/N=C/c1cccn1-c1nccc(OC)c1C#N
  A = 101; B = 100; C = 95; D = 95; E = 0.3; F = 98; G = 97; H = 2
27. Cc1c(C#N)c(O)n(CCO)c(=O)c1N=Nc1ccccc1
  A = 112; B = 108; C = 84; D = 93; E = 0.1; F = 92; G = 103; H = -1
28. Cc1c(Cl)cccc1NC(=S)NCC1COc2ccccc2O1 (stereo not drawn)
  A = 100; B = 88; C = 99; D = 116; E = 0.0; F = 94; G = 97; H = 0
29. CCn1nnnc1SCC(=O)N1c2ccccc2NC(=O)CC1C (stereo not drawn)
  A = 102; B = 106; C = 102; D = 115; E = 0.0; F = 103; G = 104; H = 8

Ordered by the number under MEP2-GFP yeast (descending): 3 from the list above
no. | SMILES | MEP2-GFP yeast
22 | COc1ccc(OC)c2c1nc1n2CCS1 | 103
24 | O=C(CCN1C(=O)C2CCCCC2C1=O)N1CCN(S(=O)(=O)c2ccccc2)CC1 (stereo not drawn) | 98
26 | CO/N=C/c1cccn1-c1nccc(OC)c1C#N | 95

Full records as entered above.
`CCn1nnnc1SCC(=O)N1c2ccccc2NC(=O)CC1C` (stereo not drawn) reads AGP1-GFP MLPCN = 102; CIT2-GFP yeast = 106; MEP2-GFP yeast = 102; CR mimetic SO = 115; Efflux pump mplx = 0.0; RPL19A-GFP yeast = 103; LAP4-GFP MLPCN = 104; AHR act = 8
`OCCCNc1nc(-c2ccc(Cl)cc2)nnc1-c1ccc(Br)cc1` reads AGP1-GFP MLPCN = 89; CIT2-GFP yeast = 72; MEP2-GFP yeast = 94; CR mimetic SO = 92; Efflux pump mplx = 0.0; RPL19A-GFP yeast = 90; LAP4-GFP MLPCN = 112; AHR act = 0

Source: PubChem (several laboratories)
